Screening results from PubChem.
EPAC1 antag = blocks human EPAC1 exchange factor; O95398; EPAC1 GEF assay, Rap1b-BODIPY-GDP exchange fluorescence; Potency, µM (top dose mostly 115 µM), without a hit: top-dose activity change, negative = inhibition, actives largely listed as inhibitors; actives 0.14% (n = 360,000);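 also: potency is read from the fitted curve at half-maximal effect; plate controls were vehicle for no effect and positive control for full effect; nearly all actives have a fitted effect of over 50% in size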
CCT chaperon mod = modulators of cytosolic chaperonin (CCT/TRiC) activity; activity change, % (test concentration not listed), hits read low; purified chaperonin ATPase assay, HTRF ADP detection, 30 min; actives 0.3% (n = 360,000); AID 651819; in the data active = activity change below about -30%; also: % is scaled to controls: 0 for no effect and ±100 for the full control effect
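Nucleotide hydrolysis assay: TRiC at 20–40 nM final (set by batch activity) with 10 uM ATP, 30 min at 37 °C, in presence of 76 uM compound. Detection by competitive ADP HTRF, 30 min ambient.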
IL-2 act = IL-2 activation; IL-2 activation reporter assay, cell-based qHTS; stimulated with anti-CD3/CD4/CD28 beads; in transgenic mouse T cells; activation, % (series mostly up to about 46 µM); actives 0.065% (n = 360,000); in the data active = activation above about 50%; inconclusive = mostly about 30% to 49%; also: 0% is about no effect
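Readout: EGFP and DsRed signals by fluorescent plate cytometry. Unstimulated transgenic mouse T cells received compound 60 min before antibody-bead stimulation, then incubated 18 h at 37 degrees C.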
PLK1 PBD inh = inhibitors of human PLK1 polo-box domain binding | Plk1 PBD binding of FITC phosphopeptide, fluorescence polarization | Potency, µM, inactives show max response, negative = inhibition, most hits filed as inhibitors | actives 2.8% (n = 360,000) | P53350 | AID 720504; also: potency is read from the fitted curve at half-maximal effect; series mostly up to about 57 µM; % is scaled to controls: 0 for no effect and ±100 for the full control effect; nearly all actives have a fitted effect of over 65% in size
WRN helicase inh = blocks human WRN helicase; WRN helicase unwinding, fluorescent forked duplex, kinetic; Q14191; actives 0.46% (n = 360,000); AID 651768; Potency, µM (doses to about 114 µM), for inactives: top-dose activity change, negative = inhibition, usual class: inhibitors; also: potency is read from the fitted curve at half-maximal effect; % is scaled to controls: 0 for no effect and ±100 for the full control effect; nearly all actives have a fitted effect of over 55% in size
Target sequence (Q14191 whole entry, looked up): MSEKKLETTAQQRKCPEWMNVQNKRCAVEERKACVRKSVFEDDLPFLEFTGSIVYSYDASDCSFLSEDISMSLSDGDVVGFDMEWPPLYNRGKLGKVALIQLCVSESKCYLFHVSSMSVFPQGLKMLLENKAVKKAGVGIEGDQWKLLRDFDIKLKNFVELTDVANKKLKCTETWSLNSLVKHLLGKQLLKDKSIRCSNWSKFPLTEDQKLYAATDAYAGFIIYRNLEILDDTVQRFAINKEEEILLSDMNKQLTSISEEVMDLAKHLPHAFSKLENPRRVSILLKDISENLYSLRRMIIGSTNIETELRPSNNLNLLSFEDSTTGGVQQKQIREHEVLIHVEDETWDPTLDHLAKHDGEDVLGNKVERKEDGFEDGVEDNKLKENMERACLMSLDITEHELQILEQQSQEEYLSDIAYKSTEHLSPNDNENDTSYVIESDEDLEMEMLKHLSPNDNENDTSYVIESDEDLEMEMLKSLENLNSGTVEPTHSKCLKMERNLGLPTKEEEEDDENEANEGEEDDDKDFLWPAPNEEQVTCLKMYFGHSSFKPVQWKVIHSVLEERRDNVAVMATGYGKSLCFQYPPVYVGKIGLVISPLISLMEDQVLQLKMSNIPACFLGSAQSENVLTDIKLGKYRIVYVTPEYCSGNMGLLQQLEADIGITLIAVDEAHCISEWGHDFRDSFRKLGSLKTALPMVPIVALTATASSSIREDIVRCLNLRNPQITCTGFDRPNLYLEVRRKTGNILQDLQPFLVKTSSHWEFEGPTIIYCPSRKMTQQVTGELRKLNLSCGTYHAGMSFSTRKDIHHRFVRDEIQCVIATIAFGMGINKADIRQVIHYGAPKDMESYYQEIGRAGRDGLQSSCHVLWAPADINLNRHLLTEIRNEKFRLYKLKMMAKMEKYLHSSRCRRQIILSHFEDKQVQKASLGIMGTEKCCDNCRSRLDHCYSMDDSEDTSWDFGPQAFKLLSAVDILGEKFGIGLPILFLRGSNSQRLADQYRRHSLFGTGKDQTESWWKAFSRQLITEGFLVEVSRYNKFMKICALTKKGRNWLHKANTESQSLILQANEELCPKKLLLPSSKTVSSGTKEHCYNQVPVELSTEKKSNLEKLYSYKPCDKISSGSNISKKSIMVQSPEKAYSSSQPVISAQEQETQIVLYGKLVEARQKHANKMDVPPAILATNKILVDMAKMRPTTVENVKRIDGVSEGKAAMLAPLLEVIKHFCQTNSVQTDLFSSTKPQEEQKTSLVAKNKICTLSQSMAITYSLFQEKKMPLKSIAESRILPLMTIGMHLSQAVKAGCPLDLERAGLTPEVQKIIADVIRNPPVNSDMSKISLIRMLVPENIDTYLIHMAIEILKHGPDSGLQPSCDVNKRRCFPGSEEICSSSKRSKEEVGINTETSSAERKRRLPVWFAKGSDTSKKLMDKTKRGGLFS
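WRN at 20 nM final was preincubated with compound for 15 min at room temperature; reaction started with 100 nM forked duplex oligonucleotide carrying fluorophore and quencher plus 2 mM ATP (final). Unwinding followed kinetically by red fluorescence (ex 525/em 598 nm).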
PI5P4Ka inh = PI5P4K alpha (human) kinase inhibition | P48426 | PI5P4Kalpha enzyme, ADP-Glo luminescence, 60 min; active compounds read low | max response, % | actives 1.2% (n = 330,000) | AID 652105; active = max response of -50% or lower; inconclusive = between -30% and -50%; inactive = -30% or higher; also: value at the top dose of about 77 µM; % is scaled to controls: 0 for no effect and ±100 for the full control effect
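Single end-point luminescence (ADP-Glo) quantified ADP from PI5P4Kalpha turnover; ATP 5 microM final, 1 h at RT, 0.1% CHAPS and 0.28 mM EGTA in HEPES pH 7.4.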
EPAC1 ag = activates human EPAC1 exchange factor. Potency, µM (series often up to 154 µM), inactives show at the top dose activation, usual class: activators. actives 0.073% (n = 360,000). EPAC1 agonist qHTS, biochemical assay; response scale: 100% = response to 6.5 mM cAMP. O95398. AID 720707; also: potency is read from the fitted curve at half-maximal effect; nearly all actives have a fitted effect of over 60% in size
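Normalized to 6.5 mM cAMP, activity reflects EPAC1-catalysed release of BODIPY-GDP from Rap1B, followed kinetically over 30 min at 480 nm excitation, 540 nm emission. Reaction contained 100 nM EPAC1, 250 nM Rap1B-BODIPY-GDP, 50 uM GDP.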
EPAC2 agonist = EPAC2 (human) agonism; EPAC2 activation, biochemical qHTS; response scale: 100% = 6.5 mM cAMP response; AID 720711; Potency, µM (highest dose often 154 µM), for the others: top-dose activation, usual class: activators; Q8WZA2; actives 0.079% (n = 360,000); also: potency is read from the fitted curve at half-maximal effect; nearly all actives have a fitted effect of over 50% in size
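Fluorescence exchange assay: 100 nM EPAC2 with 250 nM RAP1B-BODIPY-GDP and 50 uM GDP; compounds tested as a concentration-titration series (qHTS). Loss of Rap1-bound BODIPY-GDP fluorescence read at 480/540 nm; data normalized to 6.5 mM cAMP.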
* marks the source's active call; other numbers are inactive results; u = inconclusive; x = no result given; & = joins results of further samples; [ ] = dose if it differs, or a comment. Unless noted, calls follow the shape of the dose curve; as a rule, active = well fitted curve in the direction sought with a large enough effect; inconclusive = small, poorly fitted or top-dose-only effect, or another doubt; inactive = no such curve, though single readings can be large; an effect the other way counts as inactive or inconclusive. These rows are one share of the data (hit frequency here may not be typical).

SMILES	EPAC1 antag	CCT chaperon mod	IL-2 act	PLK1 PBD inh	WRN helicase inh	PI5P4Ka inh	EPAC1 ag	EPAC2 agonist
CCC(C)[C@H](NC(=O)[C@H](Cc1ccccc1)n1c(=O)[nH]c2ccccc2c1=O)C(=O)N1CCC[C@@H]1C(=O)O (stereo not given in full)	-1%	-3.5	0.2	0%	0%	4	-28%	0%
C[C@H](NC(=O)C1CCN(C(=O)[C@H](Cc2ccccc2)NC(=O)OC(C)(C)C)CC1)C(=O)O	-12%	-4.3	0.6	-1%	1%	2	-3%	9%
O=C(c1ccc(S(=O)(=O)NCc2ccco2)cc1)N1CCN(Cc2ccccc2)CC1	-27%	-1.0	0.4	-17%	2%	-5	-5%	11%
CS(=O)(=O)N(CC(=O)N1CCc2ccccc2C1)c1ccc(Cl)cc1F	-10%	0.1	-0.3	-21%	11%	-1	13%	7%
COC(=O)c1cc(CNC(=O)c2ccccc2OCc2c(C)noc2C)ccc1OC	-16%	1.1	-0.5	2%	-1%	0	-5%	-3%
CC1=NN(C(=O)c2csc(C)c2)C(O)(C(F)(F)F)C1 (stereo not given)	-5%	-0.3	-0.8	0%	-6%	2	-4%	-7%
COCC(C)NC(=O)c1ccc2c(c1)S(=O)(=O)c1ccccc1C2=O (stereo not given)	-2%	-5.3	1.9	4%	12%	-7	-3%	8%
CC(C)C1(CCNC(=O)c2cccs2)CCOC(C)(C)C1 (stereo not given)	u	0.0	3.3	-12%	-4%	2	-4%	3%
CCOC(=O)CSc1nc2ccccc2c(=O)n1CCCCCC(=O)NCc1ccco1	7%	-3.3	2.8	-3%	3%	x	3%	-5%
O=C(c1ccccc1)N1N=C(c2cccs2)CC1c1ccccc1O (stereo not given)	-18%	2.6	0.3	-15%	-14%	1	4%	8%
CSc1ccc(CN(C)Cc2cc(=O)oc3c(C)c(C)ccc23)cc1	-20%	-4.5	-0.2	-6%	-5%	17	-2%	13%
Cc1onc(-c2c(Cl)cccc2Cl)c1C(=O)O/N=C(\C#N)c1ccccc1	1%	-1.5	-0.7	-10%	-20%	-14	11%	17%
CC1CN2C(c3ccc([N+](=O)[O-])cc3)=CSC2=N1 (stereo not given)	9%	2.7	3.3	u	-20%	-30	-4%	-1%
COc1ccc2nc(Nc3nc(CSc4nc5ccccc5[nH]4)cc(=O)[nH]3)nc(C)c2c1	25%	0.4	-0.1	3%	-3%[57.1 µM]	2	-2%	-2%
COC(=O)[C@H](C)NC(=O)Nc1ccc(S(N)(=O)=O)cc1	5%	-0.8	-1.4	-6%	0%	x	0%	7%
CCOc1ccc(CCNC(=O)COC(=O)CSc2ccc(C)cc2)cc1OCC	9%	1.0	-1.7	-3%	-5%	5	5%	-13%
CC1CCCN(C(=O)c2sc3cc([N+](=O)[O-])ccc3c2Cl)C1 (stereo not given)	-9%	-5.0	0.2	-12%	1%	3	20%	25%
Clc1ccccc1-c1nnc2sc(CCc3ccccc3)nn12	-1%	-2.8	-2.3	7.5µM*	-5%	x	12%	-4%
Cc1cc(C)c(S(=O)(=O)n2cnc3ccccc32)c(C)c1	13%	-0.1	2.3	-7%	15%[57.1 µM]	x	-2%	1%
CC(C)C(NS(=O)(=O)c1ccc2c(c1)OCCO2)C(=O)NCCc1ccccn1 (stereo not given)	10%	-0.7	-1.2	-14%	5%	3	0%	9%
Clc1cccc(-c2nc(NCc3cccnc3)c3ccccc3n2)c1	-18%	1.5	-3.2	-2%	-16%	x	u	17%
COc1ccc(CN2C(=O)c3cccc4cccc(c34)C2c2nc3ccccc3[nH]2)cc1 (stereo not given)	-7%	-1.4	3.9	-15%	-6%	-4	-6%	2%
CCc1nnc(NC(=O)CCC(=O)N2CCCC2)s1	-4%	1.8	1.2	-3%	-2%	-7	-1%	5%
C=CCOc1ccccc1/C=N/O	8%	-0.1	-1.2	-7%	-1%	x	3%	-6%
O=C(c1cccc(F)c1)N1CCC(N2CCOCC2)CC1	-2%	0.5	0.2	-7%	-1%	6	9%	0%
Next records
SMILES	EPAC1 antag	CCT chaperon mod	IL-2 act	PLK1 PBD inh	WRN helicase inh	PI5P4Ka inh	EPAC1 ag	EPAC2 agonist
Fc1ccc(C2=Nn3c(nnc3-c3n[nH]c4c3CCC4)SC2)cc1	2%	-3.5	-0.4	-8%	-6%	1	-3%	-14%
Oc1[nH]c2ccccc2c1N=Nc1ccccc1Cl	7%	-0.6	u	6%	0%	-7	25%	u
Cc1ccc(Cc2cnc(NC(=O)/C(C#N)=C/c3ccc(-c4ccc([N+](=O)[O-])cc4)o3)s2)cc1	1%	-1.9	-2.9	-6%&-7%	-1%	-18	2%	1%
Cc1noc(C)c1CSCC(=O)Nc1ccc(Br)cc1Cl	-8%	0.4	1.8	-10%	-1%	0	1%	6%
CC[C@H](C)[C@@H](C(=O)N1CCNCC1)n1cc([C@@H](N)Cc2ccc(O)cc2)nn1	-5%	-5.9	0.1	-8%	3%	-3	-3%	11%
C=CCn1c2ccccc2c2nnc(SCC(=O)NC(C(=O)OC)C(C)C)nc21 (stereo not given)	6%	0.1	-3.1	-12%	17%	0	-1%	-4%
O=C(NCc1ccccc1)c1ccc(CNc2c(N3CCCC3)c(=O)c2=O)cc1	-15%	-1.4	-0.2	6%	-1%	3	0%	1%
Cc1ccc(CC2CC(=O)N(c3nc4ccccc4s3)C2=O)cc1 (stereo not given)	-14%	-2.6	-0.3	-2%	24%	9	-4%	-3%
COc1ccc(-n2cnnc2SCc2cnc(-c3ccccc3)s2)cc1	-1%	0.4	1.6	-2%	8%	-1	8%	0%
Cc1ccc(C(=O)Nc2ccc(S(=O)(=O)N3CCc4ccccc4C3)cc2)o1	-6%	0.8	1.5	0%	-11%	x	17%	4%
Cc1ccc(SCc2cn3c(C)cc(C)nc3n2)cc1	-1%	-1.1	-0.2	-3%	0%	-3	0%	2%
O=C(COC(=O)Cc1ccc(Cl)cc1Cl)NCc1ccco1	2%	-3.2	0.7	-8%	5%	0	1%	7%
COc1ccc(-c2cc(C(=O)NCc3cccnc3)no2)cc1OC	-4%	-2.3	-1.4	-4%	1%	x	6%	9%
COC(=O)c1ccc(C(=O)OC)c(NC(=O)CSCC(=O)O)c1	13%	1.9	0.4	0%	8%	-1	2%	-5%
O=C1C2C(c3ccccc3)(C(=O)N1c1ccc(Cl)cc1)C2(c1ccccc1)c1ccccc1 (stereo not given)	7%	0.0	0.0	u	-17%	6	2%	8%
S=C(c1ccc2c(c1)OCO2)N1CCCC1	5%	1.1	-0.3	-11%	-3%	-7	2%	5%
O=C(c1cc(COc2cccc(C(F)(F)F)c2)on1)N1C[C@H]2CC[C@H]1C2	-3%	-1.1	-4.9	1%	-8%	-5	-10%	0%
CC(C)NC(=O)COC(=O)c1ccc(S(=O)(=O)N2CCCC2)cc1	-2%	1.7	-0.5	-7%	-20%	1	4%	4%
Cc1cc(N/N=C/c2cccc(Cl)c2)nc(NCc2ccccc2)n1	-12%	-0.3	-0.8	-3%	-7%	u	21%	0%
Cc1cccc(C(=O)NC(=O)Nc2c(C)cc(C)nc2C)c1	u	-2.8	-0.2	-12%	0%	5	4%	9%
O=C(OCC(=O)N1CCCC1=O)c1cc2ccccc2o1	-17%	0.5	0.2	21µM*	3%	-30	1%	-4%
O=S(=O)(c1ccc(Br)s1)N1CCN(c2ccccc2)CC1	1%	-1.7	-1.7	-8%	0%	x	18%	17%
OC[C@H](O)[C@H](O)[C@@H](O)[C@@H](O)[C@@H]1SC(c2ccccc2)=NN1c1ccccc1	6%	1.0	0.2	u	-6%	2	5%	5%
CN(C)S(=O)(=O)c1cccc(-c2cn3cc(Cl)ccc3n2)c1	0%	-1.5	-1.0	-7%	-18%	x	5%	6%
CC(C)C(NC(=O)c1ccc(Cl)cc1)C(=O)O (stereo not given)	2%	-1.9	1.0	4%	-1%	0	4%	3%
COC(=O)COc1cccc2c(=O)n(CC(=O)N3CCCCC3)ccc12	-12%	1.4	0.3	5%	-2%	-1	-4%	1%
C/C(CCc1ccco1)=N\NC(=O)CNc1cccc2ccccc12	-4%	-0.3	3.5	u	0%	-22	-5%	-8%
COc1ccc2nc(Nc3nc(CSc4nnnn4-c4ccccc4)cc(=O)[nH]3)nc(C)c2c1	-12%	-7.4	0.3	-9%	-8%	3	-7%	4%
O=C(OCc1ccccc1)C1=NNC2C(=O)N(c3ccccc3)C(=O)C12 (stereo not given)	6%	1.4	0.7	-3%	1%	-4	-3%	1%
CCOc1ccc2oc(C(=O)N3CCCN(C)CC3)c(C)c2c1	8%	-0.9	0.1	-4%	3%	0	6%	0%

Structural class, the compounds so far with an aryl thioether with sulfur outside any ring
SMILES	EPAC1 antag	CCT chaperon mod	IL-2 act	PLK1 PBD inh	WRN helicase inh	PI5P4Ka inh	EPAC1 ag	EPAC2 agonist
CCOC(=O)CSc1nc2ccccc2c(=O)n1CCCCCC(=O)NCc1ccco1	7%	-3.3	2.8	-3%	3%	x	3%	-5%
CSc1ccc(CN(C)Cc2cc(=O)oc3c(C)c(C)ccc23)cc1	-20%	-4.5	-0.2	-6%	-5%	17	-2%	13%
COc1ccc2nc(Nc3nc(CSc4nc5ccccc5[nH]4)cc(=O)[nH]3)nc(C)c2c1	25%	0.4	-0.1	3%	-3%[57.1 µM]	2	-2%	-2%
CCOc1ccc(CCNC(=O)COC(=O)CSc2ccc(C)cc2)cc1OCC	9%	1.0	-1.7	-3%	-5%	5	5%	-13%
C=CCn1c2ccccc2c2nnc(SCC(=O)NC(C(=O)OC)C(C)C)nc21 (stereo not given)	6%	0.1	-3.1	-12%	17%	0	-1%	-4%
COc1ccc(-n2cnnc2SCc2cnc(-c3ccccc3)s2)cc1	-1%	0.4	1.6	-2%	8%	-1	8%	0%
Cc1ccc(SCc2cn3c(C)cc(C)nc3n2)cc1	-1%	-1.1	-0.2	-3%	0%	-3	0%	2%
COc1ccc2nc(Nc3nc(CSc4nnnn4-c4ccccc4)cc(=O)[nH]3)nc(C)c2c1	-12%	-7.4	0.3	-9%	-8%	3	-7%	4%

Arranged by the number under PI5P4Ka inh (high to low): 3 of the compounds above.
SMILES	PI5P4Ka inh
O=C(c1ccccc1)N1N=C(c2cccs2)CC1c1ccccc1O (stereo not given)	1
C=CCn1c2ccccc2c2nnc(SCC(=O)NC(C(=O)OC)C(C)C)nc21 (stereo not given)	0
Cc1ccc(Cc2cnc(NC(=O)/C(C#N)=C/c3ccc(-c4ccc([N+](=O)[O-])cc4)o3)s2)cc1	-18
